MrgX1 antag – antagonists of human MrgX1 receptor, primary screen, HEK293 cells, Fluo-4 calcium flux; 310,000 compounds, 1.3% hits; B-score at 10 µM; BAM8-22 antagonism; active compounds read low;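 active means calcium-response B-score plate-corrected more than 3 library SD below zero, starting fluorescence within 5 deviations, no agonist response on first addition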;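 further: peak minus trough fluorescence over baseline after final BAM8-22 challenge near maximal dose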
TMEM16A act – TMEM16A chloride channel activators or potentiators, primary screen, cell-based, HTS; Anoctamin-1 (Mus musculus), Q8BHY3; HEK293 TMEM16A/YFP-H148Q/I152L, iodide quench fluorescence; active compounds read low; B-score at 10 µM; 340,000 compounds, 0.3% hits;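 active means fluorescence-ratio B-score plate-corrected deviation score at least 3 library SD below zero, with starting fluorescence score within 5 deviations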;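 further: channel opened by trigger with iodide after compound preincubation; score built on the fluorescence ratio of max minus min over baseline; more negative score means more quench and so TMEM16A activation or potentiation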
TRPC6 inh – mouse TRPC6 channel inhibitors, primary screen, cell-based, HEK293, membrane potential dye. Short transient receptor potential channel 6 (Mus musculus), Q61143. ACh-evoked depolarization; active compounds read low. B-score at 10 µM. 310,000 compounds, 1.1% hits;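 active means B-score under library mean minus 3 SD, initial fluorescence not abnormally high, positive integrated signal ratio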;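 further: B-score derived from integrated fluorescence ratio over the kinetic read; more negative B-score means stronger inhibition of depolarization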
Target sequence (Q61143 whole entry, looked up): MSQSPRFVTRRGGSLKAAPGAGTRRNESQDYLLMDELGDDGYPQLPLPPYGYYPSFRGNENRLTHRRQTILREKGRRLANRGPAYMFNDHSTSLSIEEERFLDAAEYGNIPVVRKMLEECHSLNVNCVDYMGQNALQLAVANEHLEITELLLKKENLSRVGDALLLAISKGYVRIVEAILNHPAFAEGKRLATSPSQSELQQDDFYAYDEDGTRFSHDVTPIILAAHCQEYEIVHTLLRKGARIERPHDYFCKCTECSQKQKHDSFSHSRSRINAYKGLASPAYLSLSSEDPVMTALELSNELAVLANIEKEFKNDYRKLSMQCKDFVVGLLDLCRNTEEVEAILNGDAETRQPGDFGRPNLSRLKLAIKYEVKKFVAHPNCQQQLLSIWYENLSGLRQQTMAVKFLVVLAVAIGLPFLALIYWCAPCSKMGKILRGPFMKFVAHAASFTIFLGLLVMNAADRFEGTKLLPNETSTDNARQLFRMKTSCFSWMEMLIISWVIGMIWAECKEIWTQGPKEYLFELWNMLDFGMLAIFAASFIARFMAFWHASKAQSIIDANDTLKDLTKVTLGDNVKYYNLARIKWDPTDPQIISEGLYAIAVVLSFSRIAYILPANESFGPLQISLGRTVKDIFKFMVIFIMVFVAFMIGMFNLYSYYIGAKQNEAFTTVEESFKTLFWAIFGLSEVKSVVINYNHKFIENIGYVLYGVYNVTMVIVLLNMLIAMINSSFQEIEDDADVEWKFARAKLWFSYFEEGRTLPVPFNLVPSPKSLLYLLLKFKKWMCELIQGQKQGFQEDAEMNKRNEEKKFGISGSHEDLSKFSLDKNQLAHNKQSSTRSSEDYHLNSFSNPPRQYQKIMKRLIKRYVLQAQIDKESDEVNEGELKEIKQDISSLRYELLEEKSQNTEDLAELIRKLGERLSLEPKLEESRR
MrgX1 allo act – positive allosteric modulators of MrgX1, primary screen, HEK293 cells, Fluo-4 calcium flux. B-score at 10 µM. Mas-related G-protein coupled receptor member X1 (Homo sapiens), Q96LB2. FDSS; active compounds read high. AID 588675, 2011. 310,000 compounds, 0.63% hits;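 active means plate-corrected calcium response at least 3 library SD above typical, normal starting fluorescence, not activating the receptor alone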;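 further: compound read alongside a low EC10 to EC30 dose of BAM8-22 agonist; peak minus trough fluorescence over baseline measured at the second addition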
HDAC3 inh – HDAC3 deacetylase inhibitors, primary screen, biochemical, fluorescence, cell-free homogeneous; AID 2718, 2010; Histone deacetylase 3 (Homo sapiens), O15379; recombinant HDAC3, fluorogenic peptide/trypsin coupled; 320,000 compounds, 0.15% hits; inhibition, % at 8.3 µM; in the data active means inhibition above about 26%, passing the limit was not always enough; inconclusive means no clear call, values can overlap the other calls
RGS4 block – RGS4 inhibitors, primary screen, cell-based, HEK293 M3R inducible RGS4, calcium flux | Regulator of G-protein signaling 4 (Homo sapiens), P49798 | Fluo-4 calcium flux; active compounds read high; triggered by carbachol at its EC20 | B-score at 10 µM | 310,000 compounds, 0.45% hits | AID 463165, 2010;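 active means B-score, a plate-corrected calcium signal, over three deviations above library mean, with baseline fluorescence within five deviations of library mean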;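 further: RGS4 expression induced by doxycycline in cells with stable M3 receptor; B-score is computed from the integrated fluorescence ratio over baseline after carbachol; higher B-score means a larger calcium signal and so more RGS4 inhibition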
TMEM16A inh – TMEM16A chloride channel inhibitors, primary screen, cell-based, HTS; Anoctamin-1 (Mus musculus), Q8BHY3; HEK293 TMEM16A/YFP iodide influx fluorescence, ionomycin; normalized B-score (activity score, 25-100; higher = stronger inhibition) at 10 µM; 310,000 compounds, 1.2% hits; AID 588511, 2011;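 active means ratio plate-corrected score three or more library SD toward inhibition, starting fluorescence score within five deviations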;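 further: score derived from kinetic fluorescence span divided by baseline fluorescence per well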
TRPC6 act – mouse TRPC6 channel activators, primary screen, cell-based, HEK293, membrane potential dye; 310,000 compounds, 0.13% hits; Short transient receptor potential channel 6 (Mus musculus), Q61143; HEK293-TRPC6 membrane potential dye fluorescence; active compounds read high; B-score at 10 µM;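 active means B-score of the integrated fluorescence ratio above library mean plus 3 SD, and starting fluorescence ratio within library mean plus 5 SD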;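 further: higher score means more depolarization so channel activation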
RGS4 pot – RGS4 potentiators or activators, primary screen, cell-based, HEK293 M3R inducible RGS4, calcium flux | 310,000 compounds, 0.92% hits | B-score at 10 µM | carbachol calcium flux Fluo4; active compounds read low;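 active means B-score of the integrated calcium signal more than 4 SD below the library mean, with starting fluorescence not abnormally high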;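 further: negative B-score means reduced calcium response which marks RGS4 activation or potentiation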
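Material: Inducible-RGS4 HEK293 cells carrying M3 receptor; also added: carbachol at ECmax as muscarinic agonist stimulus; incubation: compound preincubation 20 min at room temperature before agonist; signal: Fluo4-AM (2 µM) calcium-flux fluorescence, kinetic read; measure: integrated calcium ratio converted to B score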
MrgX1 agonist – agonists of human MrgX1 receptor, primary screen, HEK293 cells, Fluo-4 calcium flux; AID 588627, 2011; 310,000 compounds, 0.44% hits; B-score at 10 µM; Mas-related G-protein coupled receptor member X1 (Homo sapiens), Q96LB2; Fluo-4 calcium fluorescence, agonist mode; active compounds read high;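 active means calcium response B-score plate-corrected fluorescence ratio at least 3 library SD, with starting fluorescence B-score inside 5 SD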
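System: HEK293 cells stably expressing human MrgX1 receptor; Dosing: test compound in the initial addition of three; Schedule: overnight plating, then 30 min 37 °C plus 30 min room-temperature dye loading; Detection: kinetic calcium dye fluorescence, Fluo-4 NW; Controls: per-plate positive and negative controls for Z′ factor.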
SKKanGAS inh – S. pyogenes SKKanGAS growth inhibitors in kanamycin, primary screen, streptokinase expression inhibitor project, SKKanGAS strain, BacTiter-Glo luminescence. inhibition, % at 7.5 µM. 300,000 compounds, 1.3% hits. 6 h. AID 1662, 2009;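 active means mean replicate score, as percent of positive control median, at least 50; inconclusive means mean below 50 but one replicate at or above 50; inactive means mean and every replicate below 50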;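 further: strain carries kanamycin resistance gene driven by streptokinase promoter and grows in 40 µg/ml kanamycin; loss of luminescence reflects streptokinase promoter inhibition or plain growth inhibition; 0% = median of DMSO wells and 100% = positive control at its reference dose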
An asterisk follows results filed as active; i = inactive; ? = inconclusive; · = not tested or not shown. Not all compounds are listed, so the mix of outcomes need not match the whole.

The opening 3 compounds, to show the layout:
Results follow in this order: MrgX1 antag	TMEM16A act	TRPC6 inh	MrgX1 allo act	HDAC3 inh	RGS4 block	TMEM16A inh	TRPC6 act	RGS4 pot	MrgX1 agonist	SKKanGAS inh
1: CN(C)C(CNC(=O)Cc1ccc(Br)cc1)c1ccccc1 (centres undefined)
  i	i	i	i	-3.9	i	i	i	i	i	-1.0
2: Cc1cccc(N2C(=O)NC(=O)/C(=C\c3ccc(N4CCOCC4)cc3)C2=O)c1
  i	i	i	i	-8.1	i	i	i	i	i	9.7
3: O=[N+]([O-])[N-][n+]1cnn(Cc2ccccc2)c1
  i	i	i	i	-2.6	i	i	i	i	i	-3.5

The listing, from the start:
Results follow in this order: MrgX1 antag	TMEM16A act	TRPC6 inh	MrgX1 allo act	HDAC3 inh	RGS4 block	TMEM16A inh	TRPC6 act	RGS4 pot	MrgX1 agonist	SKKanGAS inh
1: CN(C)C(CNC(=O)Cc1ccc(Br)cc1)c1ccccc1 (centres undefined)
  i	i	i	i	-3.9	i	i	i	i	i	-1.0
2: Cc1cccc(N2C(=O)NC(=O)/C(=C\c3ccc(N4CCOCC4)cc3)C2=O)c1
  i	i	i	i	-8.1	i	i	i	i	i	9.7
3: O=[N+]([O-])[N-][n+]1cnn(Cc2ccccc2)c1
  i	i	i	i	-2.6	i	i	i	i	i	-3.5
4: N#Cc1ccccc1Cn1cc(C(=O)C2CC2)c2ccccc21
  i	i	i	i	13.5	i	i	i	i	i	2.8
5: COC(=O)C1=C(c2ccc(S(C)(=O)=O)cc2)C[C@@H]2CC[C@H]1N2C(=O)NC(C)C
  i	i	i	i	1.0	i	i	i	i	i	-1.9
6: CC1CCCN(c2ccc(C(=O)N3CCC4(CC3)OCCO4)cc2[N+](=O)[O-])C1 (centres undefined)
  i	i	i	i	5.2	i	i	i	i	i	-4.0
7: CCC(=NCc1ccco1)c1c(O)n(-c2ccc(OC)cc2)c(=O)[nH]c1=O
  i	i	i	i	-2.7	i	i	i	i	i	-3.9
8: OC(CNC1CCCCCCC1)c1ccccc1 (centres undefined)
  i	·	i	i	2.8	i	i	i	i	i	2.7
9: O=c1cccc2n1C[C@@H]1C[C@@H]2CN(CC(O)c2ccc([N+](=O)[O-])cc2)C1 (some centres undefined)
  i	i	i	i	4.3	i	i	i	i	i	-0.2
10: Cc1cc(Cl)ccc1OCCCC(=O)NCc1cccs1
  i	i	i	i	1.8	i	i	i	i	i	-14.8
11: CCN(CC)C(=O)N[C@H]1C[C@@H]2c3cccc4[nH]cc(c34)C[C@H]2N(C)C1
  i	i	i	i	-2.2	i	i	i	i	i	-2.2
12: Cn1cccc1/C=C1/C(=O)NC(=S)N(Cc2ccc(F)cc2)C1=O
  i	i	i	7.05*	2.3	7.22*	i	i	i	i	8.6
13: Cn1cc(NC(=O)CCl)cn1
  i	i	i	i	5.2	i	i	i	i	i	4.4
14: O=C1NC(=S)NC(=O)C1=Cc1ccc(Br)s1
  i	i	i	i	11.6	22.1*	i	i	i	i	-4.7
15: CC(C)N1CCN(Cc2ccccc2C(F)(F)F)CC1CCO (centres undefined)
  i	i	i	i	1.7	i	i	i	i	i	3.6
16: Cc1ccc(-c2nc3ccccc3c(=O)n2-c2cccc(O)c2)cc1
  i	i	i	i	-4.8	i	i	i	i	i	-4.7
17: CN1CCCC(C(O)(c2ccccc2)c2ccccc2)C1 (centres undefined)
  i	i	i	i	-2.4	i	i	i	i	i	-2.4
18: Cn1c(O)c(/C=C2/C=CC=N2)c(=O)[nH]c1=O
  i	i	i	i	2.6	i	i	i	i	i	-9.3
19: CN1CCN(c2ccc([N+](=O)[O-])c(Sc3nncn3C)c2)CC1
  i	i	i	i	-3.0	i	i	i	i	i	-11.1
20: COc1cc(/C=C2/C(=O)NC(=O)N(c3ccc(C)cc3)C2=O)cc(OC)c1OC
  i	i	i	i	9.0	i	i	i	i	i	0.2
21: COCCn1cc(C(=O)N2CCC3(CC2)OCCO3)c2c3ccccc3n(C)c2c1=O
  i	i	i	i	-20.7	i	i	i	i	i	4.7
22: CC1CN=C(NCc2ccncc2)S1 (centres undefined)
  i	i	i	i	-1.1	i	i	i	i	i	3.7
23: CC(Cc1ccccc1Sc1ccccc1O)N(C)C (centres undefined)
  i	i	-9.38*	i	-1.9	i	i	i	-8.58*	i	-11.9
24: CC1CN=C(NC(C)c2ccccc2)S1 (centres undefined)
  i	i	i	i	-0.3	i	i	i	i	i	-0.5
25: CC(=O)N(C)CC#CCN1CCCC(CO)C1 (centres undefined)
  i	i	i	i	13.0	i	i	i	i	i	5.8
26: CCc1c(C)nc(N)nc1N1N=C1SCC(N)=O
  i	i	i	i	3.5	i	i	i	i	i	2.4
27: CC(=O)Nc1ccccc1OP1(=O)COc2ccccc2OC1
  i	i	i	i	-8.4	i	i	i	i	i	-2.5
28: Clc1ccc(NC2=NCCCS2)cc1Cl
  i	i	i	i	-1.3	i	i	i	i	i	11.7
29: CCCCCc1nc2ccccc2c(=O)n1-c1ccccc1[N+](=O)[O-]
  i	i	i	i	1.8	i	i	i	i	i	4.1
30: CCOc1cc2c(cc1OCC)-n1cccc1C(c1ccc(OC)c(OC)c1)NC2 (centres undefined)
  i	i	i	i	-7.0	i	i	i	i	i	-8.8
31: CNC(=O)OCCc1n(C)cc[n+]1C
  i	i	i	i	2.1	i	i	i	i	i	-5.8
32: c1cncc(CNCCc2c[nH]c3ccccc23)c1
  i	i	i	i	2.6	i	i	i	i	i	-3.3
33: O=C(O)c1ccccc1NC(=O)N1C[C@H]2C[C@@H](C1)c1cccc(=O)n1C2
  i	i	i	i	-40.2	i	i	i	i	i	1.8
34: COC(=O)C1=C(c2cc3ccccc3s2)C[C@@H]2CC[C@H]1N2C(=O)N1CCCC1
  i	i	i	i	8.5	i	i	i	i	i	1.3
35: C=CCn1c(O)c(/C(C)=N/N2CCCCCC2)c(=O)[nH]c1=O
  i	i	i	i	1.8	i	i	i	i	i	0.8
36: Cn1c(O)c(/C=N/c2ncccn2)c(=O)n(C)c1=O
  i	i	i	i	7.6	i	i	i	i	i	-0.4
37: COC(=O)C(O)(c1ccc(NC(=O)c2cccs2)cc1)C(F)(F)F (centres undefined)
  i	i	i	i	0.1	i	i	i	i	i	-3.6
38: O=[N+]([O-])c1ccc(C2[C@H]3C(c4ccccc4)=NC4(CCCCC4)N23)cc1 (some centres undefined)
  i	i	i	i	8.6	i	i	i	i	i	-1.4
39: CNCC(O)c1cccc(OC(=O)c2ccccc2C)c1 (centres undefined)
  i	i	i	i	-8.9	i	i	i	i	i	·
40: CC1CC(NC(=O)C2C3CCC(O3)C2C(=O)O)CC(C)(C)C1 (centres undefined)
  i	i	i	i	-1.6	i	i	i	i	i	0.3
41: COC(=O)C1=C(c2cc3ccccc3s2)C[C@@H]2CC[C@H]1N2C(=O)NCc1ccc(C(F)(F)F)cc1
  i	i	i	i	12.3	i	i	i	i	i	32.3
42: CN(C)C(=O)Oc1ccc(Cl)c2cccnc12
  i	i	i	i	?	i	i	i	i	i	4.1
43: Cc1ccc(-n2c(O)c(C=NCc3ccccn3)c(=O)[nH]c2=S)cc1
  i	i	i	i	1.6	i	i	i	i	i	2.7
44: O=c1[nH]c(=S)[nH]c(O)c1C(c1ccccn1)c1c(O)[nH]c(=S)[nH]c1=O
  i	i	i	i	-3.0	i	i	i	i	i	7.5
45: O=C1NC(=S)N(c2ccc(Cl)cc2)C(=O)/C1=C/N1CCN(C(=O)c2ccco2)CC1
  i	i	i	i	-2.4	i	i	i	i	i	-5.2
46: COc1ccc(C2SCC(=O)Nc3c2c(C)nn3C2CCOC(C)(C)C2)cc1OC (centres undefined)
  i	i	i	i	6.2	i	i	i	i	i	-1.3
47: CC(=O)Nc1cc(C(=O)N2CCC3(CC2)OCCO3)ccc1S(=O)(=O)c1ccc(C)cc1
  i	i	i	i	-3.2	i	i	i	i	i	-1.2
48: CCOC(=O)c1c(C)n(Cc2ccccc2)c2ccc(O)cc12
  i	i	i	i	2.0	i	i	i	i	i	-3.5
49: O=C(OCCN1CCOCC1)C1(c2ccccc2)CCCC1
  i	i	i	i	-0.1	i	i	i	i	i	-6.4
50: CCCCCCOC(=O)c1ccccc1N
  i	i	i	i	-6.4	i	i	i	i	i	11.0
51: Cc1cccc(N=Cc2c(O)n(-c3ccccc3C)c(=O)[nH]c2=O)c1
  i	i	i	i	5.4	i	i	i	i	i	5.6
52: COc1ccccc1C(=O)C1CCCN(Cc2cnc(C)s2)C1 (centres undefined)
  i	i	i	i	0.8	i	i	i	i	i	6.2
53: COc1ccc(C(=O)OC2CC[C@@]3(C)C4CCC5[C@]6(O)CC(O)[C@@]7(O)C(CN8CC(C)CCC8[C@@]7(C)O)[C@]6(O)C[C@@]53O[C@]24O)cc1OC (some centres undefined)
  i	i	i	i	-2.0	i	i	i	i	i	6.3
54: Cc1ccc(C(=O)c2cc(Br)ccc2N)cc1
  i	i	i	i	7.9	i	i	i	i	i	10.8
55: CCOC(=O)C1SC2(C(F)F)CC1(O)c1c(c(OC)c3occc3c1OC)O2 (centres undefined)
  i	i	i	i	1.3	i	i	i	i	i	-1.1
